JMJD2A Tudor inh = JMJD2A Tudor domain (human) inhibition; O75164; AlphaScreen JMJD2A-Tudor / H3K4me3 peptide binding; Potency, µM (titrated, usually from 114 µM), without a hit: at the highest dose activity change, negative = inhibition, usual class: inhibitors; 390,000 compounds, 4.4% hits; also: potency is read from the fitted curve at half-maximal effect; % is scaled to controls: 0 for no effect and ±100 for the full control effect; nearly all actives have a fitted effect of over 50% in size
PI4K2A inh = blocks human PI4K2A kinase activity; Q9BTU6; purified PI4K2A, ADP-Glo luminescence, 1 h; hits give low values; activity change, negative = inhibition, % at 76.9 µM; 420,000 compounds, 0.13% hits; AID 1346378; in the data active = activity change below about -50%; inconclusive = mostly about -30% to -49%;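 also: -100% = wells without enzyme as full effect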
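ADP-Glo luminescence measured ADP generated by PI4K2A enzyme (4 ug/mL before mixing) with 1.2 mM PI substrate (pre-mix) and 300 microM ATP (pre-mix). Tris pH7.5 buffer with MgCl2, Triton X-100; 1 h reaction at ambient temperature.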
12-LOX inh = ALOX12 (human) lipoxygenase inhibition | P18054 | purified 12hLO, xylenol orange hydroperoxide absorbance | Potency, µM (titrated, usually from 108 µM), for inactives: at the top dose activity change, negative = inhibition, usual class: inhibitors | 580,000 compounds, 1.1% hits; also: potency is read from the fitted curve at half-maximal effect; % is scaled to controls: 0 for no effect and ±100 for the full control effect
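Purified human 12hLO at 150 nM in 25 mM Hepes, 0.01% Triton X-100, pH 7.0, preincubated 15 min at room temperature with compound. Reaction started with 40 uM arachidonic acid, 30 min at room temperature. Hydroperoxide measured by Fe-xylenol orange, 573/405 nm absorbance ratio.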
ERG-DNA inh = ERG Ets/DNA interaction inhibition | AID 624246 | fluorescence polarization, His-ERG Ets domain / labelled DNA | Potency, µM (top dose mostly 76.9 µM), inactives show top-dose FP activity, negative = inhibition, most hits filed as inhibitors | 370,000 compounds, 0.028% hits; active = well fitted inhibition curve with a large enough effect in the polarisation, with a control signal flat; inconclusive = small, poorly fitted or top-dose-only effect, or effect the other way, or a change in a side signal; inactive = no such curve, though single readings can be large or run the other way; the % refers to the polarisation;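 also: polarization taken with two DNA probes labelled with fluorescein and Texas red; potency is read from the fitted curve at half-maximal effect; % of control where 0% means no effect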
Target sequence (P11308 whole entry, looked up, the tested form may be a part): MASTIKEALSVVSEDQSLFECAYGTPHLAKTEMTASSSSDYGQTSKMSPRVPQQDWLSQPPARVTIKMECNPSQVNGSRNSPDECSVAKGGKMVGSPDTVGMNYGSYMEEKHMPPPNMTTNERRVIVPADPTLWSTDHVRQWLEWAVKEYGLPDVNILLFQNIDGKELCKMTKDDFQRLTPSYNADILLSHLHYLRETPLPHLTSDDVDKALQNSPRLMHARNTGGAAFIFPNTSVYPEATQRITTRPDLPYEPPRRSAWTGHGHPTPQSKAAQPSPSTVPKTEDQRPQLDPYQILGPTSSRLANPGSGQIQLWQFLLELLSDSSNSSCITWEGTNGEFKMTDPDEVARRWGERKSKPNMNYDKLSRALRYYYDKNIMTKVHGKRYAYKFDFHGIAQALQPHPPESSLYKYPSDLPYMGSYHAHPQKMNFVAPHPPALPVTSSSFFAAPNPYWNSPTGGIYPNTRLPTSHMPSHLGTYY
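His-tagged ERG Ets domain (1 uM in the protein solution; 300mM KCl, 50mM Tris-HCl, 1mM EDTA, 1mM DTT, pH 7.5) received compound, then a probe mix of 5 nM fluorescein-DNA and 100nM Texas-615-DNA. Fluorescence polarization was read for both dyes.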
HP1b binding inh = blocks HP1-beta chromodomain binding to methylated histone tails. AID 540317. Potency, µM (series often up to 114 µM), without a hit: top-dose activity change, negative = inhibition, hits mostly inhibitors. 390,000 compounds, 0.56% hits. AlphaScreen HP1-beta / biotin-H3K9me3 peptide binding; also: potency is read from the fitted curve at half-maximal effect; nearly all actives have a fitted effect of over 70% in size; inactives centre near 23
Target sequence (P83916 whole entry, looked up): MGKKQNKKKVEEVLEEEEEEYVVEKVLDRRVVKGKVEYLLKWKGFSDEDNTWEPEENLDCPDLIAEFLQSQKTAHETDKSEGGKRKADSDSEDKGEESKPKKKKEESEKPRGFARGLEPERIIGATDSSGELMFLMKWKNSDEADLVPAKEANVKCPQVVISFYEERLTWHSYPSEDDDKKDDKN
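HP1-beta protein (50 nM final) preincubated 30 min at room temperature with biotinylated H3(1-18)K9me3 peptide (50 nM) in PBS pH 7.4, 0.01% Tween-20, then compound added for 30 min. AlphaScreen streptavidin donor/nickel chelate acceptor beads (10 ug/mL final), 30 min dark, luminescence read.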
G9a block = blocks human histone lysine methyltransferase G9a | Q96KQ7 | G9a H3K9 monomethylation, AlphaScreen, 2 h | 350,000 compounds, 8.8% hits | AID 504332 | Potency, µM (top dose mostly 102 µM), for the others: at the highest dose activity, negative = inhibition, hits mostly inhibitors; also: potency is read from the fitted curve at half-maximal effect; % is scaled to controls: 0 for no effect and ±100 for the full control effect; nearly all actives have a fitted effect of over 75% in size
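AlphaScreen detection with an anti-monomethyl H3K9 antibody quantified product after a 2 h room-temperature reaction containing 500 nM biotinylated H3K9 peptide, 20 µM SAM and 20 nM enzyme, which had been preincubated 15 min with compound.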
RGS4 inhibitor = blocks human RGS4-accelerated GTP hydrolysis; Transcreener GDP fluorescence polarization, RGS4-accelerated GTP hydrolysis; 390,000 compounds, 0.039% hits; P49798; Potency, µM (doses to about 114 µM), for the others: at the highest dose activity change, negative = inhibition, actives largely listed as inhibitors; AID 504845; also: potency is read from the fitted curve at half-maximal effect; % is scaled to controls: 0 for no effect and ±100 for the full control effect; nearly all actives have a fitted effect of over 75% in size; some results filed as inactive show a strong effect at the top dose
Target sequence (P49798 whole entry, looked up): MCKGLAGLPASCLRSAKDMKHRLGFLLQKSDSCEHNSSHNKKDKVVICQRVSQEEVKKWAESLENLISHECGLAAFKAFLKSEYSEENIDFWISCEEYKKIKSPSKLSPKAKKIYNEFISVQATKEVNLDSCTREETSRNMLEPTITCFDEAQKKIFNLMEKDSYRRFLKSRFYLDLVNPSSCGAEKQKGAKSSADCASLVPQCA
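MLSMR compounds (23 nl, pin-transferred) preincubated 10 min at room temperature with a 500nM (2x) first reagent, then RGS4 at 900nM (2x) plus Transcreener GDP mix added; fluorescence polarization (620/688 nm) read before and after 90 min at 30 °C.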
BAZ2B inh = inhibitors of human BAZ2B bromodomain | AlphaScreen BAZ2B-H3K14Ac peptide displacement | Potency, µM (series often up to 114 µM), for the others: top-dose activity change, negative = inhibition, usual class: inhibitors | 360,000 compounds, 4.4% hits | Q9UIF8; also: potency is read from the fitted curve at half-maximal effect; % is scaled to controls: 0 for no effect and ±100 for the full control effect; nearly all actives have a fitted effect of over 60% in size
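Multi-concentration screen (max 110 uM) measuring displacement of acetylated histone H3 peptide from BAZ2B by AlphaScreen, using 50 nM protein, 50 nM peptide and 10 ug/mL streptavidin donor plus Ni-chelate acceptor beads.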
GLS inhibitor = blocks human kidney-isoform glutaminase activity; 410,000 compounds, 0.21% hits; O94925; AID 624170; Potency, µM (top dose mostly 45.5 µM), for the others: at the top dose activity change, negative = inhibition, hits mostly inhibitors; GLS enzymatic activity, qHTS titration; also: potency is read from the fitted curve at half-maximal effect; % is scaled to controls: 0 for no effect and ±100 for the full control effect
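hKGA in 45 mM KH2PO4 pH 8.2, 0.02% Tween-20 with pin-transferred compounds; 1 mM L-glutamine (stock) plus glutamate oxidase/HRP/Amplex Red coupling added. Fluorescence read initially and after 30 min at RT.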
Starred values were filed as active, the others as inactive; & = joins results of further samples; [ ] = dose if it differs, or a comment. Unless noted, calls follow the shape of the dose curve; as a rule, active = well fitted curve in the direction sought with a large enough effect; inconclusive = small, poorly fitted or top-dose-only effect, or another doubt; inactive = no such curve, though single readings can be large; an effect the other way counts as inactive or inconclusive.

CCOCCCNCC(=O)NCC1CCCCC1 was read as JMJD2A Tudor inh 20µM*, PI4K2A inh -2, 12-LOX inh inconclusive, ERG-DNA inh 1%, HP1b binding inh inconclusive, G9a block 20µM*, RGS4 inhibitor -8%, BAZ2B inh 50µM* and GLS inhibitor -2%.
For CC(=O)O[C@]1(C(C)=O)CCC2C3CCC4=C/C(=N/OCC(=O)O)CC[C@]4(C)C3CC[C@@]21C (stereo partly drawn) the results were JMJD2A Tudor inh -2%, PI4K2A inh -2, 12-LOX inh -1%, ERG-DNA inh -10%, HP1b binding inh 48%[activator], G9a block 11%, RGS4 inhibitor -12%, BAZ2B inh 2% and GLS inhibitor 2%.
`COc1ccc(NS(=O)(=O)c2ccc3c(c2)N(C(C)=O)CCS3)cc1` gave JMJD2A Tudor inh -14%, PI4K2A inh -6, 12-LOX inh -1%, ERG-DNA inh 11%, HP1b binding inh 8%[57 µM], G9a block -6%[0.501 µM], RGS4 inhibitor 4%, BAZ2B inh -12% and GLS inhibitor 1%.
O=S(=O)(Nc1cccc(-c2cn3cccnc3n2)c1)c1ccccc1 was read as JMJD2A Tudor inh -4%, PI4K2A inh -1, 12-LOX inh -5%, ERG-DNA inh -2%, HP1b binding inh 9%, G9a block 3%[59 µM], RGS4 inhibitor -12%, BAZ2B inh 17% and GLS inhibitor 15%.
S=C(NCc1cccs1)Nc1cccc(Cl)c1Cl was read as JMJD2A Tudor inh 2%, PI4K2A inh 4, 12-LOX inh inconclusive, ERG-DNA inh 13%, HP1b binding inh 20%, G9a block -7%, RGS4 inhibitor 0%, BAZ2B inh 2% and GLS inhibitor 5%.
Screening CC(=O)NC(CC(=O)Nc1ccc(S(=O)(=O)NC2=NCCCCC2)cc1)c1ccccc1 (stereo not drawn) returned JMJD2A Tudor inh -7%, PI4K2A inh 3, 12-LOX inh inconclusive, ERG-DNA inh 7%, HP1b binding inh 56%[activator], G9a block 11%[12.7 µM], RGS4 inhibitor -19%, BAZ2B inh 2% and GLS inhibitor 2%.
C/C(=N\S(=O)(=O)c1ccc(C)cc1)N1CCN(S(=O)(=O)c2ccccc2)C1C(C)C (stereo not drawn) was read as JMJD2A Tudor inh -13%, PI4K2A inh 7, 12-LOX inh 18%, ERG-DNA inh 0%, HP1b binding inh 21%, G9a block -43%[2.33 µM], RGS4 inhibitor -40%, BAZ2B inh 4% and GLS inhibitor -6%.
CCOC(=O)c1cc(S(=O)(=O)N2CCN(c3ccccc3OC)CC2)cn1C was read as JMJD2A Tudor inh -27%, PI4K2A inh 4, 12-LOX inh 27%, ERG-DNA inh 6%, HP1b binding inh 16%, RGS4 inhibitor 26%, BAZ2B inh inconclusive and GLS inhibitor -6%.
Cc1cccc(OCC(=O)NNS(=O)(=O)c2ccccc2F)c1 was read as JMJD2A Tudor inh -10%, PI4K2A inh 0, 12-LOX inh -15%, ERG-DNA inh -7%, HP1b binding inh -5%, G9a block 21%[59 µM], RGS4 inhibitor -8%, BAZ2B inh 4% and GLS inhibitor 13%.
For Nc1nonc1-c1nc2ccccc2n1Cc1cccc(Cl)c1 the results were JMJD2A Tudor inh -13%, PI4K2A inh -3, 12-LOX inh -23%, ERG-DNA inh -2%, HP1b binding inh 21%, G9a block 23%[59 µM], RGS4 inhibitor 11%, BAZ2B inh -2% and GLS inhibitor -9%.
Screening COC(=O)[C@@]12CCCN1[C@H](c1ccc(-c3ccc(OC)cc3)c(OC)c1)[C@H]1C(=O)N(C)C(=O)[C@H]12 returned JMJD2A Tudor inh -20%, PI4K2A inh 2, 12-LOX inh inconclusive, ERG-DNA inh -8%, HP1b binding inh 24%, G9a block 5%[2.33 µM], RGS4 inhibitor -1%, BAZ2B inh inconclusive and GLS inhibitor 0%.
Cc1oc(-c2ccc(Cl)cc2)nc1CN1CCC(C(=O)N2CCN(Cc3ccccc3)CC2)CC1 was read as JMJD2A Tudor inh -34%, PI4K2A inh -3, 12-LOX inh 6%[57.4 µM], ERG-DNA inh 15%, HP1b binding inh 11%, G9a block -22%, RGS4 inhibitor -26%, BAZ2B inh -26% and GLS inhibitor 1%.
COc1cccc(-c2c(NC(=O)c3ccco3)oc3ccc(Cl)cc3c2=O)c1 was read as JMJD2A Tudor inh -8%, PI4K2A inh -2, 12-LOX inh inconclusive, ERG-DNA inh 13%, HP1b binding inh 36%, G9a block 18%, RGS4 inhibitor -9%, BAZ2B inh -16%[57.1 µM] and GLS inhibitor 1%.
Screening Cc1ccc(OCC(=O)Nc2ccc3c(c2)C(=O)NC3=O)cc1 returned JMJD2A Tudor inh inconclusive, PI4K2A inh -3, 12-LOX inh inactive, ERG-DNA inh -5%, HP1b binding inh 23%, RGS4 inhibitor -3%, BAZ2B inh -24% and GLS inhibitor -5%.
Screening O=C(Nc1ccc(F)cc1)C1CCC(CNc2c(N3CCCCC3)c(=O)c2=O)CC1 (stereo not drawn) returned JMJD2A Tudor inh -2%, PI4K2A inh 2, 12-LOX inh -27%, ERG-DNA inh 12%, HP1b binding inh 32%, G9a block 29%, RGS4 inhibitor -16%, BAZ2B inh 12% and GLS inhibitor 18%.
CCCCOC(=O)Nc1ccc(C(N)=O)cc1 was read as JMJD2A Tudor inh 2%, PI4K2A inh 7, 12-LOX inh inactive, ERG-DNA inh -7%, HP1b binding inh 27%, G9a block 7%[59 µM], RGS4 inhibitor -23%, BAZ2B inh -18% and GLS inhibitor 11%.
CCOc1ccc(S(=O)(=O)N2CCN(CCNS(=O)(=O)c3ccc(C)cc3)CC2)cc1 was read as JMJD2A Tudor inh -6%, PI4K2A inh -2, 12-LOX inh inconclusive, ERG-DNA inh 5%, HP1b binding inh 35%, G9a block inconclusive, RGS4 inhibitor -9%, BAZ2B inh 5% and GLS inhibitor -15%.
`Cc1cc(C)cc(N(C(=O)c2ccccn2)C(C(=O)NC2CCCCC2)c2ccncc2)c1` (stereo not drawn) gave JMJD2A Tudor inh -8%, PI4K2A inh 1, 12-LOX inh -17%, ERG-DNA inh -7%, HP1b binding inh -3%, G9a block 18%, RGS4 inhibitor 17%, BAZ2B inh -14% and GLS inhibitor 3%.
COc1cc(OC)c2ccc(=O)oc2c1C(CCN1CCCC1)c1ccc(N(C)C)cc1 (stereo not drawn) was read as JMJD2A Tudor inh 56µM*, PI4K2A inh 6, 12-LOX inh -3%, ERG-DNA inh -11%, HP1b binding inh -22%&-12%, G9a block -9%[59 µM], RGS4 inhibitor -3%&-8%, BAZ2B inh 40µM* and GLS inhibitor -2%.
For O=C(OCC(=O)N1CCN(C(=O)c2ccco2)CC1)c1cc(F)c(F)cc1Cl the results were JMJD2A Tudor inh -5%, PI4K2A inh 0, 12-LOX inh inconclusive, ERG-DNA inh -5%, HP1b binding inh 10%[57 µM], RGS4 inhibitor 1% and GLS inhibitor -2%.
For CCCn1c(N)c(C(=O)CSc2ncnc3sccc23)c(=O)n(C)c1=O the results were JMJD2A Tudor inh -8%, PI4K2A inh -2, ERG-DNA inh 19%, HP1b binding inh 32%[activator], G9a block -39%, RGS4 inhibitor -27%, BAZ2B inh 7% and GLS inhibitor -15%.
`CS(=O)(=O)N(CC(=O)N1CCc2ccccc2C1)c1ccc(Br)cc1` gave JMJD2A Tudor inh -20%, PI4K2A inh 0, 12-LOX inh -4%, ERG-DNA inh -7%, HP1b binding inh 3%, RGS4 inhibitor 3% and GLS inhibitor -4%.
Screening c1ccc(-c2noc(-c3ccc4c(c3)OCO4)n2)cc1 returned JMJD2A Tudor inh -10%, PI4K2A inh -29, 12-LOX inh 7%, ERG-DNA inh -4%, HP1b binding inh 31%, G9a block 7%, RGS4 inhibitor 3%, BAZ2B inh -2% and GLS inhibitor -4%.
`CN(Cc1c(F)cccc1Cl)C(=O)CNC(=O)c1ccc2c(c1)OCO2` gave JMJD2A Tudor inh -15%, PI4K2A inh 1, 12-LOX inh 7%, ERG-DNA inh 5%, HP1b binding inh 12%, G9a block inconclusive, RGS4 inhibitor -2%, BAZ2B inh inconclusive and GLS inhibitor -2%.
`CCOc1ccc(NC(=O)c2cc(S(=O)(=O)NC3CCCCCC3)ccc2F)cc1` gave JMJD2A Tudor inh -29%, PI4K2A inh -2, 12-LOX inh inconclusive, ERG-DNA inh 3%, HP1b binding inh -1%, G9a block 1%[59 µM], RGS4 inhibitor 26%, BAZ2B inh 1% and GLS inhibitor -5%.
Screening COC(=O)c1sc(NC(=O)CSc2nnc(Cn3nnc4ccccc43)n2C)nc1C returned JMJD2A Tudor inh 0%, PI4K2A inh -2, 12-LOX inh 31%[activator], ERG-DNA inh -3%, HP1b binding inh 43%[activator], G9a block -5%[59 µM], RGS4 inhibitor -22%, BAZ2B inh 0% and GLS inhibitor 0%.

Only part of the results is shown; count on the stated rates, not on these rows.
